High-throughput results: PubChem BioAssay, National Center for Advancing Translational Sciences (NCATS)
HP1b chromo inh: HTS for Inhibitors of HP1-beta Chromodomain Interactions with Methylated Histone Tails; actives 0.56% (n = 390,000); AlphaScreen HP1-beta / biotin-H3K9me3 peptide binding; Potency, µM (doses to about 114 µM), for inactives: at the top dose activity change, negative = inhibition, usual class: inhibitors; AID 540317, 2011; Chromobox protein homolog 1 (Homo sapiens), P83916; also: nearly all actives have a fitted effect of over 70% in size; inactives centre near 23
Target sequence (P83916 whole entry, looked up): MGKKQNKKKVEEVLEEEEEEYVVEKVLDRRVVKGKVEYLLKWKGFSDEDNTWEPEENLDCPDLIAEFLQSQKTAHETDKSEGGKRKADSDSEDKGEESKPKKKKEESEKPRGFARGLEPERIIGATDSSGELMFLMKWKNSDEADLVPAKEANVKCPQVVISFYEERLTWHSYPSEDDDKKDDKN
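AlphaScreen: HP1-beta (50 nM) preformed 30 min with biotin-H3(1-18)K9me3 peptide (50 nM) in PBS pH 7.4, 0.01% Tween-20. Compound added for 30 min at RT, then streptavidin donor/nickel chelate acceptor beads (10 ug/mL) for 30 min.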
ALOX12 inh: Primary qHTS assay for inhibitors of human arachidonate 12S-lipoxygenase (ALOX12): Round 2 | Polyunsaturated fatty acid lipoxygenase ALOX12 (Homo sapiens), P18054 | purified 12hLO, xylenol orange hydroperoxide absorbance | Potency, µM (top dose mostly 108 µM), without a hit: at the highest dose activity change, negative = inhibition, most hits filed as inhibitors | actives 1.1% (n = 580,000) | AID 1671190, 2021; also: % is scaled to controls: 0 for no effect and ±100 for the full control effect
Target sequence (P18054 whole entry, looked up): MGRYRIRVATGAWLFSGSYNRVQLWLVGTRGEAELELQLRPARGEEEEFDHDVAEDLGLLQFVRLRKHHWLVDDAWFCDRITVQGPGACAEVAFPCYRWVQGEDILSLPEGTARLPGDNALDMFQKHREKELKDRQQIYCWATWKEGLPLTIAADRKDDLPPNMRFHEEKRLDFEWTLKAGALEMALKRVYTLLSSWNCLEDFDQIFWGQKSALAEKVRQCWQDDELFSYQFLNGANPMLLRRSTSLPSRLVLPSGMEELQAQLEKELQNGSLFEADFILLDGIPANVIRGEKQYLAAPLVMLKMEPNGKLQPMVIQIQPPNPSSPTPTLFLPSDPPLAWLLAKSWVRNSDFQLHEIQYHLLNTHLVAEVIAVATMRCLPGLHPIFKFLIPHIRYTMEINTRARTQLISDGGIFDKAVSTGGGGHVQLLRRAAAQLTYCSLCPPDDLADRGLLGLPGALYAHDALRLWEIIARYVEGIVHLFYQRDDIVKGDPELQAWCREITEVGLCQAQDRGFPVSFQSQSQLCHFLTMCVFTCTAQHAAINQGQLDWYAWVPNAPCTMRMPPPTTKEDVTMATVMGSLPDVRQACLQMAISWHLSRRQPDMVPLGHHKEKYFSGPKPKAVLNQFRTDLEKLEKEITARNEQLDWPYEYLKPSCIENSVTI
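Purified human 12hLO at 150 nM in 25 mM Hepes, 0.01% Triton X-100, pH 7.0, preincubated 15 min at room temperature with compound. Reaction started with 40 uM arachidonic acid, 30 min at room temperature. Hydroperoxide measured by Fe-xylenol orange, 573/405 nm absorbance ratio.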
TrxR1 inh: qHTS Assay for Inhibitors of Mammalian Selenoprotein Thioredoxin Reductase 1 (TrxR1): qHTS | recombinant rTrxR1, NADPH fluorescence consumption, selenite substrate | Potency, µM (highest dose often 114 µM), for inactives: at the highest dose activity change, negative = inhibition, most hits filed as inhibitors | actives 1% (n = 390,000) | Thioredoxin reductase 1, cytoplasmic (Rattus norvegicus), O89049; also: % is scaled to controls: 0 for no effect and ±100 for the full control effect; nearly all actives have a fitted effect of over 65% in size
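Rat TrxR1 (90 nM in the dispensed reagent) was pre-reduced with 400 uM NADPH for 5 min at room temperature, then incubated with compound for 15 min. After 400 uM selenite was added, NADPH fluorescence (Ex 340/Em 450 nm) was followed for 8 min.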
Pin1 inhibitor: qHTS Assay to Find Inhibitors of Pin1; Peptidyl-prolyl cis-trans isomerase NIMA-interacting 1 (Homo sapiens), Q13526; Pin1 FP peptide displacement, HiFluor488, 10 min; Potency, µM (top dose mostly 115 µM), for the others: top-dose activity, negative = inhibition, usual class: inhibitors; actives 0.009% (n = 390,000); active = well fitted inhibition curve with a large enough effect in the polarisation, with a control signal flat, not every such curve was filed as active; inconclusive = small, poorly fitted or top-dose-only effect, or effect the other way, or a change in a side signal; inactive = no such curve, though single readings can be large or run the other way; the % refers to the polarisation; also: % is scaled to controls: 0 for no effect and ±100 for the full control effect
JMJD2A Tudor inh: qHTS Assay for Inhibitors of JMJD2A-Tudor Domain | Lysine-specific demethylase 4A (Homo sapiens), O75164 | AlphaScreen JMJD2A-Tudor / H3K4me3 peptide binding | Potency, µM (top dose mostly 114 µM), for the others: top-dose activity change, negative = inhibition, actives largely listed as inhibitors | actives 4.4% (n = 390,000); also: % is scaled to controls: 0 for no effect and ±100 for the full control effect; nearly all actives have a fitted effect of over 50% in size
RGS4 inh: Inhibitors of Regulator of G Protein Signaling (RGS) 4: qHTS. Transcreener GDP fluorescence polarization, RGS4-accelerated GTP hydrolysis. Potency, µM (series often up to 114 µM), for inactives: at the highest dose activity change, negative = inhibition, hits mostly inhibitors. actives 0.039% (n = 390,000). AID 504845, 2011; also: % is scaled to controls: 0 for no effect and ±100 for the full control effect; nearly all actives have a fitted effect of over 75% in size; some results filed as inactive show a strong effect at the top dose
Target sequence (P49798 whole entry, looked up): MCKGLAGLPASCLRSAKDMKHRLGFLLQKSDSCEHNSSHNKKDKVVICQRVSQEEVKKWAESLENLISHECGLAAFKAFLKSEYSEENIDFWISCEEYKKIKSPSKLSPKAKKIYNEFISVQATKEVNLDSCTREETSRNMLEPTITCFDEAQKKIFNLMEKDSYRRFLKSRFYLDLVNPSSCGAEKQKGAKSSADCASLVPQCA
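MLSMR compounds (23 nl, pin-transferred) preincubated 10 min at room temperature with a 500nM (2x) first reagent, then RGS4 at 900nM (2x) plus Transcreener GDP mix added; fluorescence polarization (620/688 nm) read before and after 90 min at 30 °C.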
ERG Ets-DNA blk: qHTS for Small Molecule Inhibitors of the ERG Ets/DNA interaction; actives 0.028% (n = 370,000); Potency, µM (titrated, usually from 76.9 µM), without a hit: top-dose FP activity, negative = inhibition, usual class: inhibitors; AID 624246, 2012; fluorescence polarization, His-ERG Ets domain / labelled DNA; active = well fitted inhibition curve with a large enough effect in the polarisation, with a control signal flat; inconclusive = small, poorly fitted or top-dose-only effect, or effect the other way, or a change in a side signal; inactive = no such curve, though single readings can be large or run the other way; the % refers to the polarisation;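 also: polarization taken with two DNA probes labelled with fluorescein and Texas red; % of control where 0% means no effect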
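His-tagged ERG Ets domain (1 uM in the protein solution; 300mM KCl, 50mM Tris-HCl, 1mM EDTA, 1mM DTT, pH 7.5) received compound, then a probe mix of 5 nM fluorescein-DNA and 100nM Texas-615-DNA. Fluorescence polarization was read for both dyes.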
GLS inh: qHTS for Inhibitors of Glutaminase (GLS) | GLS enzymatic activity, qHTS titration | Potency, µM (series often up to 45.5 µM), for the others: at the top dose activity change, negative = inhibition, actives largely listed as inhibitors | actives 0.21% (n = 410,000); also: % is scaled to controls: 0 for no effect and ±100 for the full control effect
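Glutamate formation by hKGA was monitored fluorometrically using coupled glutamate oxidase, HRP and Amplex Red. Substrate was added as 1 mM L-glutamine solution; incubation was 30 min at RT after an initial read.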
Tb PGK inh: qHTS Assay to Find Inhibitors of Phosphoglycerate Kinase | Phosphoglycerate kinase, glycosomal (Trypanosoma brucei brucei), P07378 | PGK/GAPDH coupled, Kinase-Glo luminescence, 60 min | Potency, µM (doses to about 57.5 µM), for inactives: top-dose activity change, negative = inhibition, hits mostly inhibitors | actives 0.043% (n = 380,000); also: % is scaled to controls: 0 for no effect and ±100 for the full control effect; nearly all actives have a fitted effect of over 60% in size
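Luminescent ATP detection (Kinase-Glo Plus) follows a 60-minute room-temperature incubation, with wells lacking PGK as controls. Buffer: 100 mM TEA (pH 7.6), 5 mM MgCl2, 0.01% Tween-20. Coupling enzyme GAPDH (100 nM final) supplies unstable 1,3-BPG in-well.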
* marks the source's active call; other numbers are inactive results; i = inactive; ? = inconclusive; . = not tested or not shown; & = joins results of further samples; [ ] = dose if it differs, or a comment. Unless noted, calls follow the shape of the dose curve; as a rule, active = well fitted curve in the direction sought with a large enough effect; inconclusive = small, poorly fitted or top-dose-only effect, or another doubt; inactive = no such curve, though single readings can be large; an effect the other way counts as inactive or inconclusive. Potency is read from the fitted curve at half-maximal effect.

1: O=C(CN1CCN(Cc2ccccc2)CC1)N1N=CCC1c1ccccc1 (configuration not stated)
2: Cc1cc(C)n2nc(C(=O)N/N=C/c3ccco3)nc2n1
3: NC1=NC(c2ccc(F)cc2)n2c(nc3ccccc32)N1 (configuration not stated)
4: CCCN1Cc2cccc(C(=O)Nc3ccc(CC)cc3)c2C1=O
5: CCN(CC)c1ccc(C(=O)N/N=C/c2ccc(OC)cc2OC)cc1
6: O=C(CSc1ccc(Cl)cc1)N1CCN(c2ccc(Cl)cc2[N+](=O)[O-])CC1
7: O=C(CCCn1c(=O)c2cccn2c2cccnc21)NCc1ccccc1Br
8: N#CCCn1c(SCC(=O)NCC2CCCO2)nc2ccccc21 (configuration not stated)

assay / compound,1,2,3,4,5,6,7,8
HP1b chromo inh,56%[activator],24%,16%,33%,11%,?,42%[activator],43%[activator]
ALOX12 inh,-2%,171%[activator],2%,0%,14%,-5%,0%,6%
TrxR1 inh,22%,7%,8%,8%[57.1 µM],18%[57.1 µM],22%,-16%,6%
Pin1 inhibitor,-11%,2%,?,10%,-1%,1%,6%,2%
JMJD2A Tudor inh,-14%[11.4 µM],-8%,-20%,1%,-16%,?,-19%,-8%
RGS4 inh,9%[11.4 µM],5%,-6%,30%,-4%,-2%,5%,-15%
ERG Ets-DNA blk,2%,2%,-10%,-2%,-2%,.,-6%,3%
GLS inh,-10%,-8%,2%,-1%,-14%,17%,-12%,7%
Tb PGK inh,-3%,-10%,.,-6%,-4%,4%[11.5 µM],-3%,-4%

Taken from above:
compound 3 in ALOX12 inh is listed with 2%
compound 2 in Tb PGK inh is listed with -10%

Returning to the listing; the three compounds before the break are reprinted first.
6: O=C(CSc1ccc(Cl)cc1)N1CCN(c2ccc(Cl)cc2[N+](=O)[O-])CC1
7: O=C(CCCn1c(=O)c2cccn2c2cccnc21)NCc1ccccc1Br
8: N#CCCn1c(SCC(=O)NCC2CCCO2)nc2ccccc21 (configuration not stated)
9: COc1ccc(NC(=O)c2cc(S(=O)(=O)N3CCOCC3)ccc2N2CCOCC2)cc1
10: CCC(=O)N(Cc1ccccc1)c1ccccn1
11: CCc1c(C)c2ccc(O)c(CN3CCN(c4ccc(F)cc4)CC3)c2oc1=O
12: O=C(Nc1nc(-c2ccccn2)cs1)c1ccc2c(c1)OCCO2
13: O=C1CC(N(O)c2ccccc2)C(=O)N1c1cc(Cl)cc(Cl)c1 (configuration not stated)
14: CCN(CC)CCNC(=S)Nc1ccc(Cl)cc1
15: Cc1[nH]c2ccccc2c1C(=O)COC(=O)c1ccc([N+](=O)[O-])s1
16: NC1=NC(c2cn[nH]c2-c2cccc(F)c2)n2c(nc3ccccc32)N1 (configuration not stated)

assay / compound,6,7,8,9,10,11,12,13,14,15,16
HP1b chromo inh,?,42%[activator],43%[activator],25%,29%,37%,45%[activator],8%,21%,-6%,25%
ALOX12 inh,-5%,0%,6%,191%[activator],0%,-11%,-2%[57.4 µM],0%,-27%,-17%,2%
TrxR1 inh,22%,-16%,6%,-11%,5%,7%,9%,?,3%,6%,36%[57.1 µM]
Pin1 inhibitor,1%,6%,2%,-1%,-5%,3%,45%[activator],1%,57%[activator],-6%,7%
JMJD2A Tudor inh,?,-19%,-8%,-3%,-7%,-2%,56µM*,-33%,-3%,?,-7%
RGS4 inh,-2%,5%,-15%,-6%,13%,12%,?,-35%,17%,-13%,-3%
ERG Ets-DNA blk,.,-6%,3%,0%,3%,-1%,12%,-1%,9%,-16%,-18%
GLS inh,17%,-12%,7%,-4%,-2%,65%[activator],0%,49%[activator],12%,-4%,-11%
Tb PGK inh,4%[11.5 µM],-3%,-4%,-4%,3%,i,-12%,-3%,-4%,-3%,-5%

17: O=C(CCN1C(=O)C2CC=CCC2C1=O)NC1CCCCC1 (configuration not stated)
18: CCN(C(=O)COC(=O)c1ccccc1NC(=O)c1ccco1)C1CCS(=O)(=O)C1 (configuration not stated)
19: CCN(c1ccccc1C)S(=O)(=O)c1nnc(NC(=O)c2ccccc2C)s1
20: CCN(CC)CCN1c2ccccc2Sc2ccc3ccccc3c21
21: COc1ccccc1/C=C/c1onc(C)c1S(=O)(=O)N1CCC(C(=O)NC2CCCCCC2)CC1
22: COc1ccc(C=NC(CO)C(O)c2ccc([N+](=O)[O-])cc2)cc1 (configuration not stated)
23: CC1(C)CC(=O)c2sc(NS(=O)(=O)c3ccc(Cl)cc3)nc2C1
24: COc1ccc(N(CC(=O)NC2CC3CCC2C3)S(=O)(=O)c2ccc(C)c([N+](=O)[O-])c2)cc1 (configuration not stated)

assay / compound,17,18,19,20,21,22,23,24
HP1b chromo inh,35%,71%[activator],-10%,50%[activator],-5%,18%,14%,-14%
ALOX12 inh,0%,-3%,0%,?,13%,26%,?,9%
TrxR1 inh,21%,20%,-1%,7%,31%[57.1 µM],-3%[57.1 µM],-17%[57.1 µM],26%
Pin1 inhibitor,-9%,-2%,-2%,-2%,-4%,3%,6%,-1%
JMJD2A Tudor inh,-9%,-22%,?,?,-17%,-16%,-6%,-27%
RGS4 inh,3%,-14%[56.9 µM],9%,-7%[56.9 µM],-21%[56.9 µM],0%,9%,-2%
ERG Ets-DNA blk,-2%,0%,0%,5%,-10%,-1%,5%,-2%
GLS inh,5%,1%,20%,17%,-8%,7%,9%,4%
Tb PGK inh,-9%,-1%,6%,3%,-4%,-13%,2%,-7%

25: CCc1c(C)sc(NC(=O)c2cc(-c3ccc(OC)c(OC)c3)on2)c1C#N
26: CCN(CC)CCn1c(OC)cc(=O)[nH]c1=O
27: CCSc1nnc(-c2cccnc2)n1-c1ccc(C)c(Cl)c1
28: Cn1c(=O)c2c(ncn2CC(=O)Nc2ccc(Cl)cc2Cl)n(C)c1=O
29: CCOC(=O)c1sc2ccccc2c1S(=O)(=O)Nc1cc(OC)ccc1OC
30: O=C(Nc1nnc(C2CCCCC2)s1)c1ccc(Br)s1
31: CCOC(=O)c1ccccc1NC(=O)CSc1nnc(Cc2cccn2C)n1-c1ccc(C)cc1
32: Cc1cc(NC(=O)CSc2nnc(-c3c[nH]c4ccccc34)n2C)no1
33: Cc1ccccc1NC(=O)CN(c1ccc(F)cc1)S(C)(=O)=O
34: Cc1ccc(N=C2NC(=O)CC(C(=O)Nc3ccc4c(c3)OCO4)S2)cc1 (configuration not stated)
35: CCc1ccc(NC(=O)c2nn(-c3ccc(OC)cc3)c(=O)c3c2c2ccccc2n3C)cc1

assay / compound,25,26,27,28,29,30,31,32,33,34,35
HP1b chromo inh,?,31%,11%,39%,30%,17%,-22%,33%,20%,35%,17%
ALOX12 inh,-5%&0%,-7%,-35%,3%,-20%,17%,24%,5%,0%,-15%,-1%
TrxR1 inh,14%,0%[57.1 µM],5%,12%[57.1 µM],15%[57.1 µM],18%,0%,8%[57.1 µM],4%[57.1 µM],6%,9%
Pin1 inhibitor,-1%&5%,-5%,-3%,-6%,-2%,5%,10%,5%,17%,4%,3%
JMJD2A Tudor inh,-6%&6%,-14%,-5%,-8%,-28%,-15%,?,-3%,-7%,-8%,-12%
RGS4 inh,?,6%,8%,-7%,-21%,20%,-20%,-3%,24%,-15%,-12%
ERG Ets-DNA blk,1%&-2%,-4%,2%,-5%,-2%,-6%,-4%,-2%,3%,0%,-2%
GLS inh,-7%&1%,1%,-2%,-2%,18%,2%,-1%,-4%,12%,-1%,15%
Tb PGK inh,-1%,i,10%,-3%,-4%,-1%,0%,-7%,-6%,0%,.

Sorted by length of the SMILES (ascending): part of the list above
30: O=C(Nc1nnc(C2CCCCC2)s1)c1ccc(Br)s1
33: Cc1ccccc1NC(=O)CN(c1ccc(F)cc1)S(C)(=O)=O
25: CCc1c(C)sc(NC(=O)c2cc(-c3ccc(OC)c(OC)c3)on2)c1C#N

assay / compound,30,33,25
HP1b chromo inh,17%,20%,?
ALOX12 inh,17%,0%,-5%&0%
TrxR1 inh,18%,4%[57.1 µM],14%
Pin1 inhibitor,5%,17%,-1%&5%
JMJD2A Tudor inh,-15%,-7%,-6%&6%
RGS4 inh,20%,24%,?
ERG Ets-DNA blk,-6%,3%,1%&-2%
GLS inh,2%,12%,-7%&1%
Tb PGK inh,-1%,-6%,-1%

This is a subset; rates above refer to the full screens.
